Bioassay records from PubChem.
SUMO1 PPI mod – modulators of SUMO1 protein-protein interactions, primary screen, biochemical, uHTS; SUMO1 binding to a labelled peptide, TR-FRET, 1 h; inhibition, % at 20 µM; actives 0.33% (n = 360,000); in the data active = inhibition above about 37%
Target sequence (P63165 whole entry, looked up): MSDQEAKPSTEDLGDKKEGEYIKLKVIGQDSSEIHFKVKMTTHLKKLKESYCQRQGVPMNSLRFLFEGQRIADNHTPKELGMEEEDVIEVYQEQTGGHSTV
NadD inh – inhibitors of S. aureus NadD, primary screen, biochemical, colorimetric, uHTS. actives 0.78% (n = 360,000). inhibition, % at 20 µM. Nicotinate-nucleotide adenylyltransferase NadD (Staphylococcus aureus N315). AID 602399, 2012. purified NadD enzyme, colorimetric absorbance read-out; in the data active = inhibition above about 26%; note: some compounds past the cut are filed as inactive
Scp-1 inhibitor – Scp-1 phosphatase inhibitors, primary screen, biochemical, colorimetric, uHTS | Recombinant Scp1, phosphopeptide, malachite green phosphate absorbance | Carboxy-terminal domain RNA polymerase II polypeptide A small phosphatase 1 (Homo … | inhibition, % at 20 µM | actives 0.88% (n = 340,000);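 active = inhibition above about 50% at 20 µM, limit read from the data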;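 note: plate controls were DMSO wells with enzyme for no effect and wells lacking enzyme for full effect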
Target sequence (Q9GZU7 76-261 limits assumed): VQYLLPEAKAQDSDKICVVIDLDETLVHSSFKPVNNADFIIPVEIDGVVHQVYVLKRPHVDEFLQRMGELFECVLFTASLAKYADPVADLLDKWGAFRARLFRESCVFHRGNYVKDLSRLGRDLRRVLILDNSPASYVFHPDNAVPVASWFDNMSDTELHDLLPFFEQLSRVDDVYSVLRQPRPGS
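System: truncated SCP-1 phosphatase (76-261aa); medium: Tris acetate buffer pH 5.5 with MgCl2 and Tween-20; incubation: 45 min room-temperature reaction, 5 min colour, 30 min stabiliser; compound: single 20 µM dose, 1% DMSO; reagent: Phosphorylated 17-residue peptide substrate; read-out: % inhibition at 20 µM; technique: colorimetric free-phosphate detection, absorbance 630 nm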
DNMT1 inh – human DNMT1 methyltransferase inhibitors, primary screen, biochemical, molecular beacon, fluorescence, HinP1I cleavage, uHTS; DNA (cytosine-5)-methyltransferase 1 (Homo sapiens), P26358; inhibition (reported as % activation of signal), % at 10 µM; actives 0.83% (n = 360,000); in the data active = inhibition above about 50%
Rpn11 inh – Rpn11 (PSMD14) deubiquitinase inhibitors, primary screen, biochemical, fluorescence polarization, uHTS; human 26S proteasome, Ub4-pepOG fluorescence polarization; 20S core pre-blocked with epoxomicin; AID 588493, 2011; 26S proteasome non-ATPase regulatory subunit 14 (Homo sapiens), O00487; calls only at 20 µM; actives 0.59% (n = 360,000);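 active = inhibition at 20 µM, scaled to each plate's controls, above about 33%, limit read from the data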
LMPTP block – LMPTP phosphatase inhibitors, primary screen, biochemical, fluorescence intensity, uHTS. recombinant LMPTP-A, OMFP fluorogenic substrate. actives 0.22% (n = 360,000). Low molecular weight phosphotyrosine protein phosphatase (Homo sapiens), P24666. inhibition, % at 20 µM;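 active = compounds that cut the enzyme signal by at least half of the control window in the single-dose screen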;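 note: plate controls were DMSO wells with enzyme plus substrate for no effect and substrate without enzyme for full effect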
Target sequence (P24666 whole entry, looked up): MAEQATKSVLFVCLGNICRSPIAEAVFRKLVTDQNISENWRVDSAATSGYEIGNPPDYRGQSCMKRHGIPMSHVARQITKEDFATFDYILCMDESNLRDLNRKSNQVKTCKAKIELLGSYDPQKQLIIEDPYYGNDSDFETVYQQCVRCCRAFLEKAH
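test system = LMPTP-A | amount = 0.625 nM LMPTP-A final | reagent = fluorogenic phosphatase substrate OMFP at 400 µM final | incubation = 50 min at room temperature | benchmarks = no-enzyme low control, uninhibited high control | medium = Bis-Tris pH 6.0, DTT, detergent | signal = fluorescence intensity of OMFP turnover product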
CSN deneddyl inh – inhibitors of CSN-mediated cullin deneddylation, primary screen, biochemical, fluorescence polarization, uHTS. COP9 signalosome complex subunit 5 (Homo sapiens), Q92905. Purified CSN, SCF-Nedd8-OG deneddylation. inhibition, % at 12.5 µM. actives 0.38% (n = 360,000). AID 651999, 2013;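 active = pattern-corrected inhibition above about 35%, with an unprinted fluorescence ratio check between 0.5 and 1.5, limit read from the data, passing the limit was not always enough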;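 note: 0% = enzyme with substrate and 100% = substrate without enzyme; some results filed as inactive read as strong as hits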
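Assay system: HEK293T-derived human Csn5 enzyme; quantity: 0.24 nM enzyme; medium: Tris/NaCl/DTT buffer, pH 7.5; also added: substrate SCFSkp2-Nedd8OG, 10 nM; doses: 12.5 µM compound; schedule: 90 min reaction at room temperature; signal: FP; read-out: % inhibition of substrate cleavage by Csn5; benchmarks: substrate-only high control, full reaction low control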
Tb MetRS inh – T. brucei MetRS inhibitors, primary screen, biochemical, luminescence; methionyl-tRNA synthetase (Trypanosoma brucei brucei); purified T. brucei MetRS, ATP depletion, Kinase-Glo luminescence; inhibition, % at 11.9 µM; actives 0.4% (n = 360,000);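 active = inhibition above a per-plate cutoff of the control wells' mean inhibition plus 3 SD, cut at about 5.5% in these data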;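 note: 0% = DMSO wells median and 100% = median of wells with control inhibitor compound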
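Material: parasite MetRS enzyme / Replication: singlicate, one well per compound / Signal: luminescence of leftover ATP / Schedule: 2 h aminoacylation at 25 °C after 15 min preincubation / Medium: HEPES-MgCl2-KCl buffer plus DTT, spermine, BSA, pyrophosphatase / Doses: 11.9 µM single point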
STEP block – STEP phosphatase inhibitors, primary screen, biochemical, fluorescence intensity, uHTS. inhibition, % at 20 µM. recombinant STEP, OMFP fluorogenic substrate. Tyrosine-protein phosphatase non-receptor type 5 (Homo sapiens), P54829. actives 0.25% (n = 360,000);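 active = inhibition at 20 µM, scaled per plate between control wells, above about 37%, limit read from the data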;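 note: 0% = DMSO with enzyme and substrate and 100% = substrate only without enzyme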
Target sequence (P54829 whole entry, looked up): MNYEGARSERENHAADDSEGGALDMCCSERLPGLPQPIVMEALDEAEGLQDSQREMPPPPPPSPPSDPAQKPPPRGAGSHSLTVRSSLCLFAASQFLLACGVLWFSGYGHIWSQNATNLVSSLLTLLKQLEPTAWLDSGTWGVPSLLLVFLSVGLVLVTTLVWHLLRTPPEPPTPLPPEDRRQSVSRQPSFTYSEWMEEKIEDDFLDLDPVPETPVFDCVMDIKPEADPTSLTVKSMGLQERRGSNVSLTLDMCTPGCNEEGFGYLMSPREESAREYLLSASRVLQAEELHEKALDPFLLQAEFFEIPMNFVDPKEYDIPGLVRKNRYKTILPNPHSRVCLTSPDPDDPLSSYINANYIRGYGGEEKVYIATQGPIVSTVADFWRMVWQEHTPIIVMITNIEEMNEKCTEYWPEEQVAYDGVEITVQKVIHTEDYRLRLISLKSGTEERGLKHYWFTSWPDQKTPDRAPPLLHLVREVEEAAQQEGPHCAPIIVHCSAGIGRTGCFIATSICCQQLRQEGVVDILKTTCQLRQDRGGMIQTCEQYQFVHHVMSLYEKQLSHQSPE
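Measure: Control-normalized % inhibition with plate pattern correction | Test system: STEP phosphatase, cell-free reaction | Medium: pH 6.0 Bis-Tris with DTT and Tween 20 | Technique: Fluorescence, 480/540 nm | Times: Reaction 20 min, ambient temperature | Doses: Single compound dose of 20 µM, 1% DMSO final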
MLLE-PAM2 inh – inhibitors of PABP1 MLLE–PAM2 peptide binding, primary screen, biochemical, fluorescence polarization, FITC-PAM2, GST-MLLE | Polyadenylate-binding protein 1 (Homo sapiens), P11940 | inhibition, % at 20 µM | actives 0.36% (n = 360,000); in the data active = inhibition above about 35%, passing the limit was not always enough;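 note: plate controls were DMSO wells with GST-MLLE for no effect and wells lacking GST-MLLE protein for full effect; some results filed as inactive read as strong as hits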
Starred values were filed as active, the others as inactive; i = inactive; . = not tested or not shown.

SMILES	SUMO1 PPI mod	NadD inh	Scp-1 inhibitor	DNMT1 inh	Rpn11 inh	LMPTP block	CSN deneddyl inh	Tb MetRS inh	STEP block	MLLE-PAM2 inh
CCOC(=O)C1CCN(C(=O)c2cccc(C(=O)N3CCC(C(=O)OCC)CC3)c2)CC1	0	0	1	3	i	-1.1	0	0.0	-1	-7
Cc1cnc(C(=O)OCC(=O)Nc2cc(S(=O)(=O)N3CCOCC3)ccc2Cl)cn1	-3	-4	-8	-3	i	-3.0	1	-0.2	2	14
COc1ccccc1C(=O)N/C(=C\c1cn(S(=O)(=O)N(C)C)c2ccccc12)C(=O)NCCCN1CCOCC1	-7	-5	-7	-3	i	-1.4	3	-0.3	-3	-4
Cc1cc(C(=O)NCc2ccc(S(N)(=O)=O)cc2)c(C)o1	0	8	1	-1	i	-1.0	0	-0.3	0	-2
O=S(=O)(Nc1cc(S(=O)(=O)N2CCOCC2)ccc1NCC1CCCO1)c1ccccc1 (stereo not drawn)	2	5	-6	1	i	0.0	-6	0.0	-4	3
Cc1cccc(NC(=S)NCc2ccc3c(c2)cc(C)n3C)c1C	-34	9	4	30	i	14	6	-0.8	0	-21
Cc1cc(NC(=S)Nc2ccccc2)ccc1Br	0	0	0	2	i	0.2	2	-0.1	0	35
COc1ccc(CCc2nnc(N)s2)cc1OC	-3	3	0	3	i	0.0	1	1.6	1	5
CCOC(=O)/C(C#N)=C1\C(=O)N(Cc2ccccc2)c2ccccc21	-19	12	-24	-4	i	0.1	-2	-0.2	1	7
CC(=O)Nc1ccc2c3c(cccc13)CC2	-7	-6	3	1	i	-1.6	-4	-0.4	0	1
COc1ccc(-c2nc3nc(N)nn3cc2C)cc1F	-1	-7	-3	-1	i	-0.3	5	0.1	-2	6
Cc1nc(SCC(=O)c2ccc(F)c(F)c2)[nH]c(=O)c1Oc1ccc(Cl)cc1	8	6	-11	2	i	0.6	4	-0.6	1	7
O=C(Nc1ccccc1[N+](=O)[O-])OCC=Cc1ccccc1	-24	0	.	1	i	1.8	-2	-0.3	2	-1
COc1ccc(C(O)c2nc(-c3cccc(CO)c3)cs2)cc1 (stereo not drawn)	-7	0	.	-4	i	0.9	4	-0.2	-2	-6
O=C(Nc1ccc(OCc2ccccc2)cc1)c1ccccc1	1	3	-7	10	i	-2.0	-2	-0.5	-1	5

Full records as entered above. Values in the order: SUMO1 PPI mod | NadD inh | Scp-1 inhibitor | DNMT1 inh | Rpn11 inh | LMPTP block | CSN deneddyl inh | Tb MetRS inh | STEP block | MLLE-PAM2 inh
`Cc1cccc(NC(=S)NCc2ccc3c(c2)cc(C)n3C)c1C` is listed as -34 | 9 | 4 | 30 | i | 14 | 6 | -0.8 | 0 | -21
`COc1ccc(CCc2nnc(N)s2)cc1OC` is listed as -3 | 3 | 0 | 3 | i | 0.0 | 1 | 1.6 | 1 | 5

Next section
SMILES	SUMO1 PPI mod	NadD inh	Scp-1 inhibitor	DNMT1 inh	Rpn11 inh	LMPTP block	CSN deneddyl inh	Tb MetRS inh	STEP block	MLLE-PAM2 inh
O=C(COC(=O)C1CCCCC1)Nc1cccc(Br)c1	5	-5	-13	-3	i	1.7	-5	-0.2	3	-7
O=C(NCc1ccco1)c1cccc2ccccc12	0	4	3	-1	i	0.2	5	-1.4	-17	-2
COc1ccccc1N1CCN(CCCCN2C(=O)c3ccccc3C2=O)CC1	-4	-3	-9	0	i	-1.7	-4	-0.2	3	-13
CCCCC(=O)Nc1sc2c(c1C(N)=O)CCC2	-2	-1	2	8	i	-1.4	5	-1.2	2	19
O=S(=O)(NCCCCCCNS(=O)(=O)c1c(F)cccc1F)c1ccc2c(c1)OCCO2	8	-7	-9	-4	i	0.9	-5	-0.3	-2	17
CC(CC(=O)N1CCc2ccccc21)n1cccn1 (stereo not drawn)	-2	-1	-5	1	i	0.2	2	0.3	-2	0
CCNC(=O)CSc1nc2cc(S(=O)(=O)Nc3ccc(OC)cc3)ccc2o1	4	5	-4	-1	i	-1.0	0	-0.2	-3	-8
CN(C)c1ccc(/C=C/C(=O)c2ccc(O)cc2)cc1[N+](=O)[O-]	-17	-2	2	-1	i	3.5	-2	-0.1	-1	9
CCc1ccc(C(=O)OCC(=O)N(CCOC)c2c(N)n(Cc3ccccc3)c(=O)[nH]c2=O)cc1	2	7	-6	1	i	-0.3	-2	0.4	1	-2
COC(=O)N/N=C\c1ccc(OC/C=C/c2ccccc2)c(OC)c1	-1	-5	-5	-3	i	2.3	3	0.0	8	4
CCc1cc(C(=O)N2CCCC(Nc3ccc(F)c(F)c3)C2)n(C)n1 (stereo not drawn)	2	-4	-10	-1	i	0.0	-3	-0.3	1	6
COc1ccc(NC(=O)C2Cc3c(-c4cccc(NC(C)=O)c4)ccnc3O2)cn1 (stereo not drawn)	4	0	.	4	i	-1.3	-1	-0.3	-1	13
O=C(/C=C/c1ccc([N+](=O)[O-])cc1)NCCSCc1ccco1	-22	-14	-8	1	i	-0.8	-5	-0.8	-3	21
CCCCCCc1ccc(N2C[C@H](Cc3ccccc3)[C@@H](CC(=O)NCc3ccc(OC)cc3)C2=O)cc1	0	1	-6	1	i	6.4	-3	0.2	3	-1
CSc1nc(NS(=O)(=O)c2ccc(F)cc2F)nn1C	5	-3	-7	1	i	0.3	-2	-0.4	-2	14
CCOCCN1CCN(c2c(CC)c(C)nc3cc(-c4cc(OC)cc(OC)c4)nn23)CC1	-1	1	-7	-10	i	-0.1	-4	-1.4	4	-3
Cn1c(SCC(N)=O)nnc1-c1ccc(C(C)(C)C)cc1	0	0	-1	-2	i	0.0	-3	-1.1	2	-115
Cc1noc(NS(=O)(=O)c2ccc(NC(=O)c3cc(=O)c4ccccc4o3)cc2)c1C	-12	-11	-7	2	i	0.7	-1	0.8	2	-18
CCn1c(SCC(=O)N2CCN(c3ccccc3)CC2)nnc1-c1cc2cc(Cl)ccc2o1	-2	1	-4	-1	i	2.3	14	-0.7	0	-109
CCCc1ccccc1OCCNC(C)=O	1	3	-2	-4	i	-0.7	2	0.0	0	1
COc1cc(C(=O)NC(C)c2ccc(S(N)(=O)=O)cc2)ccc1OCC(=O)N1CCOCC1 (stereo not drawn)	4	1	-1	1	i	-2.8	6	-0.1	-2	20
COc1ccc(CCC(=O)NCCS(=O)(=O)N2CCN(c3ccccc3)CC2)cc1	-4	-4	7	-11	i	0.6	0	-0.7	-5	-6
CN1CCN(C(=S)Nc2ccc(Cl)cc2Cl)CC1	6	2	-8	8	i	-6.3	-3	-0.6	-2	-2
Clc1ccc(N=C2SCCS2)cc1	4	0	-11	4	i	-1.4	-1	-0.7	-1	5
O=C(Cc1ccc(F)cc1)Nc1nnc(SCC(=O)NC2CCCC2)s1	1	3	1	2	i	-0.9	0	0.7	-1	5
C[C@@H]1CN([C@@H](C)CO)C(=O)CCCn2cc(nn2)CO[C@H]1CN(C)S(=O)(=O)c1ccc(C#N)cc1	8	-1	.	3	i	-1.7	-2	-0.2	-2	-1
CC1/C(=N/O)CC(c2ccco2)NC1c1ccco1 (stereo not drawn)	2	-1	-7	2	i	-0.4	-6	0.6	-3	13
O=C(NCCC1=CCCCC1)C1CCC(CNc2c(N3CCCCC3)c(=O)c2=O)CC1 (stereo not drawn)	-1	-5	-6	2	i	0.8	-2	-0.5	-1	11
COc1ccc(-c2cnc3c(NC(C)=O)cc(-c4cccc(C(=O)NCCO)c4)cn23)cc1OC	-17	-4	.	3	i	0.8	4	0.2	2	4
COc1ccccc1-c1nnc(SC(C(=O)c2c[nH]c3ccccc23)c2ccccc2)n1C (stereo not drawn)	-2	24	4	-12	i	4.1	-1	13*	0	-21
CC(C)[C@H](NC(=O)c1ccco1)C(=O)NC12CC3CC(CC(C3)C1)C2	-1	2	5	1	i	1.2	5	-1.7	-3	-6
CN(CC(=O)Nc1cccc(F)c1)C(=O)c1ccc2c(=O)n3c(nc2c1)CCC3	1	-1	-1	0	i	-1.9	-3	0.1	-3	10
COC(=O)C1CCN(C(=O)COC(=O)[C@@H]2CC(O)CN2S(=O)(=O)c2ccc3c(c2)OCCO3)CC1 (stereo partly drawn)	3	-4	-7	3	i	-0.2	-6	0.6	-4	-5
CC1=C(C)NC(=S)SC1	0	-8	9	0	i	1.0	-1	-0.7	-2	26
Cc1c(Cl)cccc1NC(=O)CCC(=O)NNC(=O)CCC(=O)O	2	3	-8	1	i	-1.4	-10	0.1	-4	5
CC1=C(C#N)C(=O)N(C)C(C)(C)C1	-1	-3	-12	-1	i	-0.1	6	0.2	-6	3
CC(NC(=S)NCc1ccc(F)cc1)C12CC3CC(CC(C3)C1)C2 (stereo not drawn)	-1	0	6	4	i	2.1	-9	0.2	7	-31
CCC1CCCCN1C(=O)CCC(=O)Nc1nnc(C(F)(F)F)s1 (stereo not drawn)	6	1	2	0	i	-1.2	-1	-0.8	-6	0
Cc1c(C)c(C)c(S(=O)(=O)n2[nH]c(=O)c(CCO)c2C)c(C)c1C	-6	-3	1	-2	i	-0.4	-10	0.0	2	-13
COc1cc(-c2nnc(SCC(=O)OC3CCCCC3)o2)cc(OC)c1OC	-3	-3	-2	5	i	0.0	8	-1.1	1	-3
O=C(Cc1cccs1)NNC(=O)c1ccc(F)cc1	-1	-5	-3	13	i	-0.9	2	-0.5	-4	-9
